KCNH2 3.1 block: inhibitors of human KCNH2 3.1 potassium channel isoform | U2OS KCNH2 3.1, thallium flux FluxOr; active compounds read low | activity change, % (tested at about 1.8 µM) | hit rate 0.95% among 340,000 | AID 720553;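 active = maximum activity change below -70%; inconclusive = maximum activity change from -70% to -50%; inactive = maximum activity change above -50%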;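 note: thallium influx rate constant from kinetic fluorescence after stimulation buffer; % is set by controls: 0 for no effect and ±100 for the full control effect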
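Steps: virus added to U2OS suspension (4 h, RT, dark); medium with 10% FBS added, cells plated, 37 C overnight; FluxOr/Red40 loading buffer 45 min RT; stimulation buffer, 2 min kinetic read; rate constant normalized.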
FBPA coupling cs: inhibits coupling enzyme system, counter-screen for aldolase hits; coupling enzyme system counterscreen, AmpLite Red fluorescence; activity change, negative = inhibition, % at 58.2 µM, hits read low; hit rate 0.67% among 290,000; AID 2472; in the data active = activity change below about -30%; note: % is set by controls: 0 for no effect and ±100 for the full control effect
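Compounds tested against the coupling enzymes alone at 57.5 uM final; readout was AmpLite Red fluorescence (525/598 nm) after 20 min at RT.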
MBNL1-CUG inh: MBNL1-poly(CUG) RNA binding inhibition. Q9NR56. TR-FRET MBNL1-His/biotin-(CUG)12 binding, 665/545 ratio. Potency, µM (highest dose often 57.5 µM), inactives show top-dose activity change, negative = inhibition, actives largely listed as inhibitors. hit rate 0.036% among 280,000. AID 2675; active = well fitted inhibition curve with a large enough effect in the signal ratio, with a control signal flat, not every such curve was filed as active; inconclusive = small, poorly fitted or top-dose-only effect, or effect the other way, or a change in a side signal; inactive = no such curve, though single readings can be large or run the other way; the % refers to the signal ratio; note: potency is the fitted concentration of half-maximal effect; % is set by controls: 0 for no effect and ±100 for the full control effect
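Compound titration spanned 92 nM–58 uM against the MBNL1-His/biotin-(CUG)12 complex. After 60 min at room temperature with 5 nM streptavidin-XL665 and 0.055 ng/ul terbium anti-His, ratiometric 665/545 nm emission (Ex 340 nm) normalized to controls.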
MLL CXXC-DNA inh: inhibitors of human MLL CXXC domain-DNA interaction; Q03164; MLL-CXXC / FITC-HOXA9 DNA fluorescence polarization; Potency, µM (highest dose often 115 µM), for inactives: at the highest dose activity change, negative = inhibition, usual class: inhibitors; hit rate 0.037% among 290,000; AID 2662; active = well fitted inhibition curve with a large enough effect in the polarisation, with a control signal flat, not every such curve was filed as active; inconclusive = small, poorly fitted or top-dose-only effect, or effect the other way, or a change in a side signal; inactive = no such curve, though single readings can be large or run the other way; the % refers to the polarisation; note: potency is the fitted concentration of half-maximal effect
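Fluorescence polarization: 7 uM MLL-CXXC (stock) preincubated 5 min with compounds, then 50 nM fluorescein-HOX-A9 DNA (stock) added; 30 min ambient. Buffer 50 mM Tris-HCl pH 7.5, 50 mM NaCl, 1 mM DTT, 0.05% BSA.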
ASM inhibitor: blocks human secretory acid sphingomyelinase | placental ASM, HMU-PC fluorogenic substrate, 60 min | hit rate 0.006% among 340,000 | P17405 | Potency, µM (highest dose often 57.5 µM), for inactives: top-dose activity change, negative = inhibition, actives largely listed as inhibitors; note: potency is the fitted concentration of half-maximal effect
Target sequence (P17405 47-631 limits assumed): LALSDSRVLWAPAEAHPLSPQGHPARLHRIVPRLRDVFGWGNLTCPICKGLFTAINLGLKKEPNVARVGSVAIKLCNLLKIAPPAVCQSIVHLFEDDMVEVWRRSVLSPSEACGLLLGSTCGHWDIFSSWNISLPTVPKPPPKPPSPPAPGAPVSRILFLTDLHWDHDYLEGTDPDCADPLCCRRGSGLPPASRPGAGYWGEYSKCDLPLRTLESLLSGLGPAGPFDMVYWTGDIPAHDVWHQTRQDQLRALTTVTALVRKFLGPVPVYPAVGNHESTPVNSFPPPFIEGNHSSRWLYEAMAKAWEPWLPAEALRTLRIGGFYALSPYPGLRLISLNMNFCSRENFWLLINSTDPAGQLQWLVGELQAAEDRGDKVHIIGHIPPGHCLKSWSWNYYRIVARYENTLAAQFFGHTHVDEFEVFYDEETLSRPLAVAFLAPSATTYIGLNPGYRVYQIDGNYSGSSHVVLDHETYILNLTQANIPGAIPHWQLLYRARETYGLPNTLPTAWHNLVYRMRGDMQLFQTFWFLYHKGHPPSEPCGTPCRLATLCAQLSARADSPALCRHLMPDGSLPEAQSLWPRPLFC
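Steps: dispense placental human ASM, pin compound, wait 10 min at room temperature, add HMU-PC0 substrate at 9 uM final, incubate 60 min at 37 °C, add stop solution raising pH to 10, read fluorescence.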
hERG WT inh: blocks the wildtype human KCNH2 potassium channel; Q12809; U2OS, BacMam KCNH2, thallium flux FluxOr; active compounds read low; activity change, % at 1.84 µM; hit rate 0.37% among 340,000; AID 720551;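 active = maximum activity change below -70%; inconclusive = maximum activity change between -70% and -50%; inactive = maximum activity change above -50%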; note: % is set by controls: 0 for no effect and ±100 for the full control effect
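U2OS cells transduced with wild-type KCNH2 virus are loaded with FluxOr dye for 45 min, and thallium flux is measured in kinetic reads before and after stimulation buffer. Rate constants are normalized to DMSO controls.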
TRPV1 agonist: activates the human vanilloid receptor TRPV1 | Q8NER1 | TRPV1-expressing cells, Fluo-8 calcium influx, agonist mode | activation, % at 8.33 µM | hit rate 0.19% among 320,000; in the data active = activation above about 80%; inconclusive = between about 30% and that limit; note: 0% is about no effect
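Fluo-8 calcium influx in TRPV1-expressing cells, kinetic read (ex 480/em 520 nm). Compound added and read 3 min for agonist activity, followed by capsaicin at EC20 final and 2 min further read for enhancement.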
A-T KAP1 phos: candidate therapy for ataxia-telangiectasia; AID 485349; hit rate 0.19% among 320,000; […] A-T fibroblasts, KAP-1 phosphorylation AlphaLISA; neocarzinostatin DNA damage 30 min before lysis; Potency, µM (series often up to 57.5 µM), inactives show top-dose activation, hits mostly activators; note: potency is the fitted concentration of half-maximal effect; % of control where 0% means no effect; nearly all actives have a fitted effect of over 45% in size
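ATM-like activity read as KAP-1 phosphorylation via AlphaLISA donor/acceptor antibody pairs after lysis and 6 hr at 25C. Cells were ATM-null patient fibroblasts ([…], hTERT), dosed 60 min, then exposed to the DSB inducer NCS for 30 min.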
GALK inhibitor: galactokinase (human) inhibition; Purified GALK, Kinase-Glo residual ATP luminescence; Potency, µM (doses to about 57.5 µM), for the others: at the top dose activity change, negative = inhibition, usual class: inhibitors; hit rate 0.007% among 270,000; AID 1868; note: potency is the fitted concentration of half-maximal effect; % is set by controls: 0 for no effect and ±100 for the full control effect
Target sequence (P51570 whole entry, looked up): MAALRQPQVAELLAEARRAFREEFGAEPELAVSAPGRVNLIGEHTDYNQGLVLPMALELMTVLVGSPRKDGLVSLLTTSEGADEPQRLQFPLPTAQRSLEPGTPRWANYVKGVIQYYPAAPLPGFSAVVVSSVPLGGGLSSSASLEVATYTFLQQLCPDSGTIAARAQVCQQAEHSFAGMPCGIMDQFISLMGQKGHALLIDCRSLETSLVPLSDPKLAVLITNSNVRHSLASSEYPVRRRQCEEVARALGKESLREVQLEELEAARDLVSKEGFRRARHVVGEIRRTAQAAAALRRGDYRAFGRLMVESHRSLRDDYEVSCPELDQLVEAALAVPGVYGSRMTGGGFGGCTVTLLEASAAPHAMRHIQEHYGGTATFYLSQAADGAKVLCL
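Quantitative HTS: GALK 5 nM, ATP 35 uM, galactose 100 uM, 1 h room temperature, then luciferase-based ATP detection.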
a7 integrin act: integrin-mediated muscular dystrophy alleviation activation; alpha7betagal myoblasts, beta-gal FDG fluorescence, 48 h; Potency, µM (highest dose often 38.3 µM), inactives show at the highest dose activation, hits mostly activators; hit rate 0.064% among 350,000; AID 624291;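 note: potency is the fitted concentration of half-maximal effect; 100% = response of the positive control SU9516; nearly all actives have a fitted effect of over 60% in size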
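alpha7betagal+/- myoblasts (passage 13, 250/well) treated 48 h at 37C with compounds at 1:260 dilution of DMSO stock. Lysed, then beta-galactosidase activity read as FDG fluorescence (ex 480/em 540) after 30 min, with pre-read for autofluorescence.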
* marks the source's active call; other numbers are inactive results; u = inconclusive; x = not tested or not shown; [ ] = dose if it differs, or a comment. Unless noted, calls come from the whole dose curve; as a rule, active = well fitted curve in the direction sought with a large enough effect; inconclusive = small, poorly fitted or top-dose-only effect, or another doubt; inactive = no such curve, though single readings can be large; an effect the other way counts as inactive or inconclusive.

SMILES | KCNH2 3.1 block | FBPA coupling cs | MBNL1-CUG inh | MLL CXXC-DNA inh | ASM inhibitor | hERG WT inh | TRPV1 agonist | A-T KAP1 phos | GALK inhibitor | a7 integrin act
Cn1cnc2cc(NCc3ccc(Cl)cc3)ccc21 | -8 | 0 | -1% | 11% | -1% | 24 | 1 | 0% | 6% | -29%
COc1ccccc1NC(=O)COC(=O)c1c[nH]c(=O)[nH]c1=O | -3 | 5 | -6% | -12% | 0% | 1 | -6 | 15% | 2% | -30%
Fc1ccc(/C=N/Nc2nnnn2-c2ccccc2)cc1 | 1 | 0 | -10% | -8% | 5% | -3 | 26 | 2% | 4% | 11%
Cn1c(=O)n(C)c2cc(C(=O)O)ccc21 | 3 | 0 | 4% | -1% | 3% | -4 | -1 | 5% | 3% | 10%
CCOCc1c(C(=O)N2CCN(Cc3ccc(Br)s3)CC2)oc2ccccc12 | -34 | x | x | x | -2% | -3 | u | 6% | x | -46%[inhibitor]
Nc1nc(-c2ccco2)nn1C(=O)c1ccc(Cl)cc1 | -31 | -10 | -7% | 23% | -2% | 0 | -3 | -9% | x | 14%
CC(=O)c1cccc(NC(=O)c2cc(-n3cnnc3)ccc2Cl)c1 | 18 | 4 | -5% | 1% | 0% | -1 | -2 | x | 0% | 24%
COc1ccc(-c2nnc(SC)o2)c(OC)c1 | x | 1 | -6% | 3% | 5% | 0 | -3 | 1% | 7% | 23%
Cc1ccc(O)c(C(=O)c2cc(C(=O)NCCc3ccccc3)c(=O)n(CCc3ccccc3)c2)c1 | 1 | 0 | x | 14% | -8% | -2 | 2 | 3% | 0% | 0%
COc1cccc(C(=O)Nc2ccc(NC(=O)C3CCCCC3)nc2)c1 | 3 | 0 | -5% | -5% | -9% | -1 | 17 | 5% | 13% | 4%
Cc1ccccc1OCCSc1nnc(-c2cccnc2)n1N | 7 | 2 | 4% | 3% | -5% | -25 | -7 | 6% | 1% | 1%
COc1ccc2cc(C(=O)N3CCN(c4ccccc4F)CC3)[nH]c2c1 | -11 | -1 | 5% | 4% | -11% | -16 | 2 | -3% | x | 0%
COC(=O)C1N2C(=O)[C@@H](NC(=O)COc3ccccc3)[C@H]2SC1(C)C (some centres not stated) | 9 | x | x | x | 4% | 1 | x | x | x | 21%
Cc1ccc(Cl)cc1N1CCN(C(=O)Cn2ncn3cccc3c2=O)CC1 | -6 | 2 | -3% | x | -3% | -14 | 5 | -1% | x | 14%
COc1cc(C(=O)NC(C)c2cc(C)ccc2C)ccc1OCC(=O)N1CCOCC1 (configuration not stated) | -19 | x | x | x | 3% | -2 | 1 | 0% | x | -2%
NNC(=O)c1n[nH]c(=O)c2ccccc12 | 1 | 2 | -4% | 9% | 1% | -12 | u | -8% | x | 11%
CCCc1nnc(NC(=O)C2CCN(C(=O)c3ccco3)CC2)s1 | 2 | -1 | -4% | 33%[activator] | 2% | -3 | 0 | 10% | 5% | 5%
CCOC(=O)c1ccccc1NS(=O)(=O)c1ccc(OCC)cc1 | -16 | -2 | 2% | -2% | -3% | -1 | 4 | x | 1% | -48%[inhibitor]
COc1ccc(-n2nc3c(c2NC(=O)c2ccc4c(c2)OCO4)CS(=O)(=O)C3)cc1 | 3 | -3 | -6% | 34% | -1% | 5 | 5 | 3% | 9% | u
OCCC1CN(Cc2ccccc2O)CCN1CCc1ccccc1 (configuration not stated) | 6 | -2 | 2% | -4% | -1% | -1 | 14 | 2% | 5% | -97%[inhibitor]

Rewritten with each value named: part of the list above
> Nc1nc(-c2ccco2)nn1C(=O)c1ccc(Cl)cc1
  KCNH2 3.1 block: -31	FBPA coupling cs: -10	MBNL1-CUG inh: -7%	MLL CXXC-DNA inh: 23%	ASM inhibitor: -2%	hERG WT inh: 0	TRPV1 agonist: -3	A-T KAP1 phos: -9%	GALK inhibitor: x	a7 integrin act: 14%
> CC(=O)c1cccc(NC(=O)c2cc(-n3cnnc3)ccc2Cl)c1
  KCNH2 3.1 block: 18	FBPA coupling cs: 4	MBNL1-CUG inh: -5%	MLL CXXC-DNA inh: 1%	ASM inhibitor: 0%	hERG WT inh: -1	TRPV1 agonist: -2	A-T KAP1 phos: x	GALK inhibitor: 0%	a7 integrin act: 24%
> COc1ccc(-c2nnc(SC)o2)c(OC)c1
  KCNH2 3.1 block: x	FBPA coupling cs: 1	MBNL1-CUG inh: -6%	MLL CXXC-DNA inh: 3%	ASM inhibitor: 5%	hERG WT inh: 0	TRPV1 agonist: -3	A-T KAP1 phos: 1%	GALK inhibitor: 7%	a7 integrin act: 23%
> Cc1ccc(O)c(C(=O)c2cc(C(=O)NCCc3ccccc3)c(=O)n(CCc3ccccc3)c2)c1
  KCNH2 3.1 block: 1	FBPA coupling cs: 0	MBNL1-CUG inh: x	MLL CXXC-DNA inh: 14%	ASM inhibitor: -8%	hERG WT inh: -2	TRPV1 agonist: 2	A-T KAP1 phos: 3%	GALK inhibitor: 0%	a7 integrin act: 0%

The list goes on:
SMILES | KCNH2 3.1 block | FBPA coupling cs | MBNL1-CUG inh | MLL CXXC-DNA inh | ASM inhibitor | hERG WT inh | TRPV1 agonist | A-T KAP1 phos | GALK inhibitor | a7 integrin act
Cc1ccc(CNC(=O)c2cc(Cl)cc(Cl)c2)n1C | 14 | 1 | 1% | -4% | -1% | -1 | 8 | 3% | 2% | 10%
O=C(C=Cc1ccco1)N1CCOCC1 | 16 | x | x | x | 7% | -1 | x | x | x | 14%
O=C(CN1C(=O)c2ccccc2C1=O)NCc1ccncc1 | 9 | 1 | 12% | -3% | 1% | 1 | 1 | 2% | 1% | 5%
CCCCCCCNC(=O)C1(CC2CC(c3cccc(Br)c3)=NO2)CCN(C(=O)C2CCCC2)CC1 (configuration not stated) | -48 | x | x | x | -4% | -23 | -2 | -18% | x | -6%
COc1ccc(CCNC(=O)CCc2nnc(Cc3ccc4c(c3)OCO4)o2)c(OC)c1 | 6 | 2 | -2% | -15% | 2% | -4 | -2 | 8% | 0% | -16%
COc1ccc(NCc2ccc(OC)c(OC)c2)cc1 | x | -29 | 10% | -6% | x | x | 0 | -10% | 3% | x
Cc1ccc(O)c(C(=O)c2cc(C#N)c(=O)n(-c3c(C)n(C)n(-c4ccccc4)c3=O)c2)c1 | 15 | 4 | 6% | 31%[activator] | -12% | -16 | -1 | 2% | -2% | 24%[7.66 µM]
COc1ccc(N/C=C\C(=O)c2ccc3c(c2)OCO3)cc1 | -36 | -4 | 12% | 15% | 11% | 6 | 6 | -6% | -3% | 24%
O=C(c1cnccn1)N1CCN(S(=O)(=O)c2cccc(Cl)c2)CC1 | -10 | x | x | x | 0% | -14 | x | 22% | x | 0%
CC(=O)Nc1ccc(S(=O)(=O)Nc2c(C)nn(-c3ccccc3)c2C)cc1 | -2 | 1 | 6% | -1% | -3% | 0 | -2 | 1% | 2% | 24%
O=C(CC1C(=O)NCCN1CC1CCCCC1)NCCCN1CCOCC1 (configuration not stated) | -9 | -9 | 3% | -5% | 5% | 0 | -4 | -2% | 1% | -20%
COc1cc(C(=O)N/N=C/c2coc3ccccc3c2=O)cc(OC)c1OC | 9 | 0 | -5% | 2% | 4% | 1 | 0 | -11% | -3% | -21%
COc1ccc(Cn2nc(-c3ccccc3)c(N3CCCCC3)cc2=O)cc1 | u | 3 | x | 1% | -3% | -14 | 85* | 9% | -4% | 7%
S=C(NCCc1ccccn1)Nc1ccccc1Cl | 11 | -5 | -9% | -2% | -4% | x | 8 | -2% | 0% | -33%
Cn1cccc1CC(=O)N/N=C/c1cc([N+](=O)[O-])ccc1Cl | 5 | -5 | u | 9% | -1% | -2 | 1 | -4% | 6% | -10%
CCCCC(=O)Nc1ccccc1N1CCN(c2ccc(F)cc2)CC1 | -5 | 0 | -2% | 6% | -2% | -4 | 21 | 3% | -6% | 5%
C/C(=N\Nc1nncc2ccccc12)c1ccc(C(C)(C)C)cc1 | -6 | -3 | -10% | u | -11% | -6 | 0 | 20% | 0% | 9%
CCCCN(CC)CCCNC(=O)CC1Oc2ccccc2NC1=O (configuration not stated) | -7 | 0 | 3% | 0% | 7% | 12 | 1 | -2% | 0% | 11%
Cc1ccccc1NC(=O)C1C2CCC(O2)C1C(=O)O (configuration not stated) | -2 | 1 | 17% | 8% | 1% | 1 | 1 | -2% | -3% | -4%
C[n+]1nc(Nc2ccccc2)sc1-c1ccc(O)cc1 | -8 | 2 | -12% | 4% | -1% | 13 | 2 | -3% | x | 27%

Compound activity from PubChem.
